MazEF act – MazEF (E. coli) toxin RNase activation; P0AE70; FAM/BHQ RNA-DNA oligo cleavage fluorescence, 5 h; activation, % at 20 µM; actives 0.32% (n = 350,000); AID 504720; in the data active means activation above about 50%
Target sequence (P0AE70 whole entry, looked up): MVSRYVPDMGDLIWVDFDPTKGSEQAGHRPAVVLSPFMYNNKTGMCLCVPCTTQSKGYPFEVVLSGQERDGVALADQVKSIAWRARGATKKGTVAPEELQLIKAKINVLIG
SARS 3CLpro inh – SARS-CoV 3CLpro protease inhibition. inhibition, % at 6 µM. actives 0.14% (n = 290,000). recombinant SARS-CoV 3CLpro, quenched FRET peptide cleavage; in the data active means inhibition above about 12%
CCHF vOTU inh – CCHFV vOTU protease inhibition | inhibition, % at 11.5 µM | Pep-AMC fluorescence | actives 0.55% (n = 370,000); in the data active means inhibition above about 30%; further: 0% = vehicle wells with enzyme and 100% = no enzyme wells
Vc quorum ag – inducers of Vibrio cholerae quorum light production without autoinducers; actives 0.16% (n = 350,000); activation, % at 18.7 µM; V. cholerae BH1578 lux reporter, luminescence, 6 h; AID 588436; in the data active means activation mostly above about 9.7%, no sharp cut-off; further: not every result past the cut was called active; inactives centre near 0; reference of the scale not given here
TcdB inh – blocks C. difficile toxin B glycohydrolase activity; TcdB glycohydrolase enzymatic assay, plate reader; inhibition, % at 9.99 µM; actives 0.24% (n = 350,000); AID 652162; in the data active means inhibition above about 10%
Rv3671c protease – inhibitors of M. tuberculosis serine protease Rv3671c. P9WHR9. inhibition, % at 5.96 µM. actives 0.048% (n = 320,000). AID 2606; in the data active means inhibition above about 38%;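 further: extracellular domain of Rv3671c used as enzyme; 0% = enzyme with DMSO and 100% = no enzyme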
Target sequence (P9WHR9 whole entry, looked up, the tested form may be a part): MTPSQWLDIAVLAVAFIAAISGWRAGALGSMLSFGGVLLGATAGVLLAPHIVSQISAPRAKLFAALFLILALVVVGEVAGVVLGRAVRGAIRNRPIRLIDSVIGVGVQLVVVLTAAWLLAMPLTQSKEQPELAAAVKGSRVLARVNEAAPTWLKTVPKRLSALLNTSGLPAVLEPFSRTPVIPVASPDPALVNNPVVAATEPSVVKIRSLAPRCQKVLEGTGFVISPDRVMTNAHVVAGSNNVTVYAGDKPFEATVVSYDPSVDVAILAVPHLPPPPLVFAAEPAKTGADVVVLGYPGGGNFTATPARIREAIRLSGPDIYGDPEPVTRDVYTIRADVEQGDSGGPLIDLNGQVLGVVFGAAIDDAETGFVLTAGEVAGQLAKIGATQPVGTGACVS
PrPC surface inh – cell surface PrPC inhibition, primary TR-FRET screen; TR-FRET read-out; inhibition, % at 13.8 µM; actives 0.43% (n = 370,000); AID 720596; in the data active means inhibition above about 24%; further: 0% = median of the test wells and 100% = reference compound wells
Y pestis TopoI – blocks Yersinia pestis topoisomerase I activity; Y. pestis Topo-I cleavage product accumulation, plate reader; activity, % at 10 µM; actives 0.064% (n = 360,000); in the data active means activity above about 50%, passing the limit was not always enough; further: inactives centre near 2
PriA SSB inh – inhibitors of Klebsiella pneumoniae PriA binding to SSB C-terminal tail | AlphaScreen SSBct-PriA binding, biotinylated peptide | inhibition, % at 33 µM | actives 0.6% (n = 430,000) | AID 1272365; in the data active means inhibition mostly above about 37%, no sharp cut-off; inactive means mostly below about 20%;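 further: plate controls were negative control peptide for no effect and reference peptide for full effect; strong numbers were not always called active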
DUSP3 inh – inhibitors of human VHR1 phosphatase (DUSP3); P51452; recombinant VHR phosphatase, pNPP absorbance; inhibition, % at 13.3 µM; actives 0.52% (n = 290,000); AID 1654; in the data active means inhibition above about 50%; further: some compounds called inactive have numbers as strong as hits
Target sequence (P51452 whole entry, looked up): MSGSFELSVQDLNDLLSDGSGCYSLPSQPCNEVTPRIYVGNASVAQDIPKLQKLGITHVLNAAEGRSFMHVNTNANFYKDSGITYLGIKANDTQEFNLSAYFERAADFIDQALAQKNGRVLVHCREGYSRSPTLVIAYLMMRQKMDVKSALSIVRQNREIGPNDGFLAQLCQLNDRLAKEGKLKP
* = called active by the depositor. An excerpt; count on the stated rates, not on these rows.

What do the screens show for `Cc1c(Cl)cccc1NC(=O)CSc1ccc(-c2cccnc2)nn1`?
MazEF act: -4.7; SARS 3CLpro inh: 4.0; CCHF vOTU inh: -2.8; Vc quorum ag: inactive; TcdB inh: 1.3; Rv3671c protease: -8.8; PrPC surface inh: 9.7; Y pestis TopoI: 8.5; PriA SSB inh: -8.2; DUSP3 inh: 35.6

Results for Nc1c(C(=O)N2CCOCC2)sc2nc3c(cc12)CCCC3 ?
MazEF act: 10.1; SARS 3CLpro inh: -4.2; CCHF vOTU inh: 1.8; Vc quorum ag: -0.3; TcdB inh: 3.7; Rv3671c protease: -1.4; PrPC surface inh: -3.1; Y pestis TopoI: 3.2; PriA SSB inh: -4.2; DUSP3 inh: 21.1

What do the screens show for `O=C(CSC1=NS(=O)(=O)c2cc(F)ccc2N1)NCc1ccc(F)cc1`?
MazEF act: -3.1; CCHF vOTU inh: -6.7; Vc quorum ag: inactive; TcdB inh: 0.1; Rv3671c protease: -3.2; PrPC surface inh: -0.8; Y pestis TopoI: -1.0; PriA SSB inh: -14.0

What do the screens show for `CCOC(=O)C1C(=O)CC(C)(O)C(C(=O)OCC)C1c1ccc(OC)cc1` (configuration not stated)?
MazEF act: 0.5; SARS 3CLpro inh: 5.1; CCHF vOTU inh: 0.7; Vc quorum ag: 0.6; Rv3671c protease: -6.5; PrPC surface inh: 0.0; Y pestis TopoI: -6.1; PriA SSB inh: -0.1; DUSP3 inh: -3.4

How did CC[C@@]12C(=O)N(c3ccc(OC)cc3)C(=O)N1[C@H](c1cccc(C)c1)[C@@H]1C(=O)N(Cc3ccccc3)C(=O)[C@@H]12 do in these assays?
MazEF act: -0.8; SARS 3CLpro inh: -1.1; Vc quorum ag: inactive; Rv3671c protease: 3.8; Y pestis TopoI: 5.1; PriA SSB inh: 0.1; DUSP3 inh: 29.1

What do the screens show for `CCN1CCN(CC(=O)N2c3ccccc3CC2C)CC1` (configuration not stated)?
MazEF act: -11.6; SARS 3CLpro inh: 2.3; CCHF vOTU inh: 11.6; Vc quorum ag: -0.2; TcdB inh: -1.8; Rv3671c protease: -1.6; PrPC surface inh: 5.0; Y pestis TopoI: -8.3; PriA SSB inh: -3.3; DUSP3 inh: 28.7

What do the screens show for `CCn1c(SCc2ccc(C(=O)OC)o2)nnc1-c1c[nH]c2ccccc12`?
MazEF act: 13.9; SARS 3CLpro inh: -3.0; CCHF vOTU inh: -3.4; Vc quorum ag: inactive; TcdB inh: 1.5; Rv3671c protease: 4.4; PrPC surface inh: 7.4; Y pestis TopoI: 9.3; PriA SSB inh: 4.5; DUSP3 inh: 35.7

Results for COC(=O)c1ccccc1OC(=O)c1cc[n+]([O-])cc1 ?
MazEF act: 6.7; SARS 3CLpro inh: -1.0; CCHF vOTU inh: 5.6; Vc quorum ag: -0.2; TcdB inh: 0.7; Rv3671c protease: 5.0; PrPC surface inh: -5.6; Y pestis TopoI: 4.6; PriA SSB inh: 0.9; DUSP3 inh: -0.4

How did Cc1ccc2c(c1)N(CC(=O)Nc1c(C)cccc1C)C(=O)c1cccnc1O2 do in these assays?
MazEF act: 10.6; SARS 3CLpro inh: 2.6; CCHF vOTU inh: 2.5; Vc quorum ag: -0.4; TcdB inh: 0.1; Rv3671c protease: 5.7; PrPC surface inh: -2.6; Y pestis TopoI: 0.8; PriA SSB inh: -9.1; DUSP3 inh: -25.6

What do the screens show for `CC1C(=O)Nc2ccccc2N1C(=O)c1cccc(C(F)(F)F)c1` (configuration not stated)?
MazEF act: 4.7; SARS 3CLpro inh: 3.3; CCHF vOTU inh: 20.2; Vc quorum ag: 1.4; TcdB inh: -1.4; Rv3671c protease: 1.9; PrPC surface inh: -0.8; Y pestis TopoI: 1.8; PriA SSB inh: -12.6; DUSP3 inh: 10.4

Results for Cc1ccc(-c2csc(NC(=O)c3cnccn3)n2)cc1C ?
MazEF act: -10.2; SARS 3CLpro inh: -1.8; CCHF vOTU inh: -0.7; Vc quorum ag: -0.2; TcdB inh: 0.9; Rv3671c protease: 4.2; PrPC surface inh: 3.9; Y pestis TopoI: -3.9; PriA SSB inh: 7.8; DUSP3 inh: 25.7

How did CCOC(=O)c1c(C)[nH]c(C(=O)NCc2ccccn2)c1C do in these assays?
MazEF act: 6.1; CCHF vOTU inh: 1.0; Vc quorum ag: -1.2; TcdB inh: 2.4; Rv3671c protease: 4.6; PrPC surface inh: -2.1; Y pestis TopoI: -5.7; PriA SSB inh: 11.4

What do the screens show for `COc1ccccc1/C=C/c1nc(S(=O)(=O)c2ccccc2)c(N(C)C)o1`?
MazEF act: -1.5; SARS 3CLpro inh: 2.5; CCHF vOTU inh: 7.4; Vc quorum ag: inactive; TcdB inh: -2.4; Rv3671c protease: -2.4; PrPC surface inh: -2.8; Y pestis TopoI: 23.6; PriA SSB inh: -7.5; DUSP3 inh: 12.8

Results for Nc1cc(=O)c2[nH]cnc2[nH]1 ?
MazEF act: 2.8; CCHF vOTU inh: -7.0; Vc quorum ag: -1.1; TcdB inh: 0.0; PrPC surface inh: 5.0; Y pestis TopoI: 8.8

What do the screens show for `Cc1c(C)n(CCCN(C)C)c2ncnc(Nc3ccc(F)cc3)c12`?
MazEF act: 3.7; SARS 3CLpro inh: -0.4; CCHF vOTU inh: 17.6; Vc quorum ag: -0.6; TcdB inh: 1.9; Rv3671c protease: -3.6; PrPC surface inh: -6.7; Y pestis TopoI: -5.4; PriA SSB inh: 1.2; DUSP3 inh: -3.3

Results for O=C1NC(=O)C(=Cc2ccc(Sc3ccccc3)o2)C(=O)N1 ?
MazEF act: -42.9; SARS 3CLpro inh: 2.7; CCHF vOTU inh: -1.1; Vc quorum ag: inactive; TcdB inh: -0.5; Rv3671c protease: -13.4; PrPC surface inh: -3.9; Y pestis TopoI: -9.4; PriA SSB inh: -5.6; DUSP3 inh: 0.9

How did Cc1ccccc1OCC(=O)Nc1ccc2c(c1)ncn2C do in these assays?
MazEF act: -2.4; CCHF vOTU inh: -5.1; Vc quorum ag: 0.7; TcdB inh: 3.0; Rv3671c protease: 5.2; PrPC surface inh: 8.9; Y pestis TopoI: -3.6; PriA SSB inh: -2.4

How did CCC(Sc1ncccn1)C(=O)Nc1cc(C)on1 (configuration not stated) do in these assays?
MazEF act: -2.0; SARS 3CLpro inh: -0.2; CCHF vOTU inh: -6.0; Vc quorum ag: -0.5; Rv3671c protease: -3.6; PrPC surface inh: -3.2; Y pestis TopoI: 0.1; PriA SSB inh: -4.3; DUSP3 inh: -0.1

Results for COc1ccc(-n2cnnc2SCC(=O)NC2CCS(=O)(=O)C2)cc1 (configuration not stated) ?
MazEF act: 7.1; SARS 3CLpro inh: -2.9; CCHF vOTU inh: 7.2; Vc quorum ag: -1.0; Rv3671c protease: -3.0; PrPC surface inh: 5.7; Y pestis TopoI: 11.2; PriA SSB inh: -11.4; DUSP3 inh: 0.1

What do the screens show for `CCCC1CC(C)(/C(C)=N\NC(N)=S)OC1=O` (configuration not stated)?
MazEF act: 1.2; SARS 3CLpro inh: 3.2; CCHF vOTU inh: -15.9; Vc quorum ag: -0.5; TcdB inh: -0.2; Rv3671c protease: -2.6; PrPC surface inh: -1.1; Y pestis TopoI: -1.0; DUSP3 inh: 19.8

Results for Cc1ccc(S(=O)(=O)NCCCCCC(=O)Nc2ccccc2C)cc1 ?
MazEF act: 2.1; SARS 3CLpro inh: 2.8; CCHF vOTU inh: 1.6; Vc quorum ag: -0.3; TcdB inh: -0.6; Rv3671c protease: -10.3; PrPC surface inh: 0.5; Y pestis TopoI: -2.2; PriA SSB inh: -3.2; DUSP3 inh: -8.4

How did Cc1cc(N)n2nc(C)c(-c3ccccc3)c2n1 do in these assays?
MazEF act: 10.6; SARS 3CLpro inh: -1.9; CCHF vOTU inh: -4.0; Vc quorum ag: -0.1; Rv3671c protease: -3.2; PrPC surface inh: -7.5; Y pestis TopoI: -6.4; PriA SSB inh: -5.9; DUSP3 inh: 3.3

Results for Cc1cc(C)c(S(=O)(=O)Cc2ccccc2)c(=O)[nH]1 ?
MazEF act: -7.5; SARS 3CLpro inh: 2.9; CCHF vOTU inh: 2.5; Vc quorum ag: -0.3; TcdB inh: 0.8; Rv3671c protease: 4.9; PrPC surface inh: 6.3; Y pestis TopoI: 4.7; PriA SSB inh: 3.1; DUSP3 inh: 9.1

Results for CCN(Cc1ccncc1)C(=O)c1cc(COc2ccc(F)cc2F)on1 ?
MazEF act: -4.1; SARS 3CLpro inh: -1.9; CCHF vOTU inh: -0.9; Vc quorum ag: inactive; TcdB inh: 0.1; Rv3671c protease: -0.6; PrPC surface inh: 4.5; Y pestis TopoI: 3.8; PriA SSB inh: -9.9; DUSP3 inh: 2.3

Results for CNC(=S)NNC(=O)c1c(C)nc2cc(C)ccn12 ?
MazEF act: -1.7; SARS 3CLpro inh: -1.0; CCHF vOTU inh: 11.3; Vc quorum ag: -0.3; TcdB inh: -1.0; Rv3671c protease: -5.6; PrPC surface inh: 1.3; Y pestis TopoI: 3.8; PriA SSB inh: 0.3; DUSP3 inh: 19.4

How did O=C1OC(c2ccccc2)Cc2cc(C(=O)N3CCN(c4ccc(F)cc4)CC3)ccc21 (configuration not stated) do in these assays?
MazEF act: -4.1; CCHF vOTU inh: -2.0; Vc quorum ag: -1.1; TcdB inh: 0.5; PrPC surface inh: -3.8; Y pestis TopoI: -9.2; PriA SSB inh: 1.6

What do the screens show for `COc1cccc2cc(C(=O)OCC(=O)N3CC(C)OC(C)C3)c(=O)oc12` (configuration not stated)?
MazEF act: 10.8; CCHF vOTU inh: 6.6; Vc quorum ag: -0.1; TcdB inh: 1.2; Rv3671c protease: -3.2; PrPC surface inh: -8.9; Y pestis TopoI: 5.0; PriA SSB inh: -7.5

How did CN(CC(=O)Nc1cccc(F)c1)C(=O)CCC1CCCCC1 do in these assays?
MazEF act: 3.6; CCHF vOTU inh: 7.2; Vc quorum ag: -0.3; TcdB inh: 1.7; Rv3671c protease: 2.8; PrPC surface inh: 12.4; Y pestis TopoI: 11.2; PriA SSB inh: -4.2

How did CN1CCc2nc3sc(C#N)c(N)c3c(-c3cccs3)c2C1 do in these assays?
MazEF act: 14.2; SARS 3CLpro inh: -4.1; CCHF vOTU inh: 11.9; Vc quorum ag: inactive; TcdB inh: 2.0; Rv3671c protease: -0.2; PrPC surface inh: -60.9; Y pestis TopoI: -12.0; PriA SSB inh: 16.2; DUSP3 inh: 17.5

Results for O=C(CCC(=O)N1CCc2ccccc2C1)N1CCN(S(=O)(=O)c2ccccc2)CC1 ?
MazEF act: 8.3; SARS 3CLpro inh: 0.5; CCHF vOTU inh: 0.2; Vc quorum ag: -0.4; Rv3671c protease: -4.8; PrPC surface inh: 6.6; Y pestis TopoI: 11.1; PriA SSB inh: -2.7; DUSP3 inh: 33.2

What do the screens show for `O=c1c2ccccc2n(CC(O)CN2CCOCC2)c2ccccc12` (configuration not stated)?
MazEF act: 4.8; SARS 3CLpro inh: -2.5; CCHF vOTU inh: -50.3; Vc quorum ag: -7.7; TcdB inh: 2.5; Rv3671c protease: -3.5; PrPC surface inh: -11.7; Y pestis TopoI: 2.9; PriA SSB inh: -17.9

2 entries picked at random from those above:
Results for O=C(CCC(=O)N1CCc2ccccc2C1)N1CCN(S(=O)(=O)c2ccccc2)CC1 ?
MazEF act: 8.3; SARS 3CLpro inh: 0.5; CCHF vOTU inh: 0.2; Vc quorum ag: -0.4; Rv3671c protease: -4.8; PrPC surface inh: 6.6; Y pestis TopoI: 11.1; PriA SSB inh: -2.7; DUSP3 inh: 33.2

Results for Cc1ccc(S(=O)(=O)NCCCCCC(=O)Nc2ccccc2C)cc1 ?
MazEF act: 2.1; SARS 3CLpro inh: 2.8; CCHF vOTU inh: 1.6; Vc quorum ag: -0.3; TcdB inh: -0.6; Rv3671c protease: -10.3; PrPC surface inh: 0.5; Y pestis TopoI: -2.2; PriA SSB inh: -3.2; DUSP3 inh: -8.4

Screens: PubChem, several laboratories
